SUMO1-SIM PPI – SUMO1-SIM interaction modulation; inhibition, % at 20 µM; SUMO1 binding to a labelled peptide, TR-FRET, 1 h; hit rate 0.33% among 360,000; in the data active = inhibition above about 37%
Target sequence (P63165 whole entry, looked up): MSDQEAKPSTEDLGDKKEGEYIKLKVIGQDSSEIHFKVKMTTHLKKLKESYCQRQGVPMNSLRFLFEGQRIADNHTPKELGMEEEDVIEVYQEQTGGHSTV
SKN-1 block – inhibitors of C. elegans SKN-1; hit rate 0.49% among 360,000; C. elegans VP596 Pgst-4::GFP/RFP ratio, acrylamide-induced, 24 h; inhibition, % at 21.8 µM; AID 624304;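 active = interference check ratio from 0.5 to 1.5 plus GFP to RFP signal ratio inhibition reaching or exceeding a fixed threshold, cut at about 30% in these data, passing the limit was not always enough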; also: some compounds called inactive have numbers as strong as hits
MT1-MMP act inh – MT1-MMP (human) activation inhibition; P50281; HT1080 RFP-PRO-GFP cells, GFP/RFP ratio fluorescence, overnight; percent of plate control window, DMSO zero; GFP/RFP ratio change, % at 20 µM; hit rate 0.061% among 360,000; AID 651647;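 active = GFP/RFP ratio change of at least 30% with cell ATP level not reduced by more than half and red fluorescence within 50% of control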; also: strong numbers were not always called active
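Material: RFP-PRO-GFP reporter HT1080 cells. Dosing: single-point 20 µM compound, 1% DMSO. Controls: DMSO and RFP-L50D-GFP cell wells. Timing: cells overnight before dosing, compound overnight, 37 °C, 5% CO2. Measure: GFP/RFP fluorescence ratio.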
CendR NRP1 mod – alters CendR peptide binding to human NRP-1. O14786. FAM-RPARPAR peptide binding to NRP-1, fluorescence polarization. inhibition, % at 25 µM. hit rate 0.85% among 360,000. AID 602438;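 active = inhibition or corrected inhibition above about 18%, plus a signal ratio from 0.5 to 1.5, limit read from the data, passing the limit was not always enough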; also: strong numbers were not always called active
LMPTP block – LMPTP (human) inhibition; inhibition, % at 20 µM; recombinant LMPTP-A, OMFP fluorogenic substrate, fluorescence intensity; hit rate 0.22% among 360,000;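 active = compounds that cut the enzyme signal by at least half of the control window in the single-dose screen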;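 also: plate controls were DMSO wells with enzyme plus substrate for no effect and substrate without enzyme for full effect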
Target sequence (P24666 whole entry, looked up): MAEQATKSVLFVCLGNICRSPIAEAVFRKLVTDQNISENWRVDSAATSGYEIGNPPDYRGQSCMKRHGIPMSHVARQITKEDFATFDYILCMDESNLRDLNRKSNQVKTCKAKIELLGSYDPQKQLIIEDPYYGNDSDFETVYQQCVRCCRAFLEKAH
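Test system – LMPTP-A phosphatase enzyme · Quantity – 0.625 nM LMPTP-A final · Reagent – OMFP substrate, 400 µM final · Dosing – one test concentration per compound, 20 µM, with 3% DMSO overall · Timing – 50 min enzyme reaction at room temperature, protected from light · Detection – fluorescence intensity · Controls – substrate-only low control, DMSO enzyme-plus-substrate high control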
DNMT1 block – blocks human DNA methyltransferase DNMT1. P26358. DNMT1 molecular beacon, Hinp1I cleavage, fluorescence. inhibition (reported as % activation of signal), % at 10 µM. hit rate 0.83% among 360,000. AID 588458; in the data active = inhibition above about 50%
Scp-1 inhibitor – Scp-1 (human) phosphatase inhibition | AID 493091 | inhibition, % at 20 µM | Recombinant Scp1, phosphopeptide, malachite green phosphate absorbance | Q9GZU7 | hit rate 0.88% among 340,000;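 active = inhibition above about 50% at 20 µM, limit read from the data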;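 also: plate controls were DMSO wells with enzyme for no effect and wells lacking enzyme for full effect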
Target sequence (Q9GZU7 76-261 limits assumed): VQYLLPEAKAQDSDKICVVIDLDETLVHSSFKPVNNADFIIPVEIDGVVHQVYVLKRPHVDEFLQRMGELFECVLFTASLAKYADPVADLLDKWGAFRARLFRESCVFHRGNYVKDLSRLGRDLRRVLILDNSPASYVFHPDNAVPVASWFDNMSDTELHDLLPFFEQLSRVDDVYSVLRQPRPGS
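assay system = SCP-1 phosphatase catalytic domain, residues 76-261 | buffer or medium = 50 mM Tris acetate pH 5.5, 0.005% Tween-20, 10 mM MgCl2 | incubation = enzyme reaction 45 min at room temperature, colour 5 min, stabilisation 30 min | signal = Phosphate-binding colour reagent, absorbance read at 630 nm | measure = % inhibition at 20 µM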
STEP inh – STEP (human) phosphatase inhibition; AID 588621; hit rate 0.25% among 360,000; inhibition, % at 20 µM; P54829; recombinant STEP, OMFP fluorogenic substrate, fluorescence;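 active = inhibition at 20 µM, scaled per plate between control wells, above about 37%, limit read from the data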;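 also: 0% = DMSO with enzyme and substrate and 100% = substrate only without enzyme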
Target sequence (P54829 whole entry, looked up): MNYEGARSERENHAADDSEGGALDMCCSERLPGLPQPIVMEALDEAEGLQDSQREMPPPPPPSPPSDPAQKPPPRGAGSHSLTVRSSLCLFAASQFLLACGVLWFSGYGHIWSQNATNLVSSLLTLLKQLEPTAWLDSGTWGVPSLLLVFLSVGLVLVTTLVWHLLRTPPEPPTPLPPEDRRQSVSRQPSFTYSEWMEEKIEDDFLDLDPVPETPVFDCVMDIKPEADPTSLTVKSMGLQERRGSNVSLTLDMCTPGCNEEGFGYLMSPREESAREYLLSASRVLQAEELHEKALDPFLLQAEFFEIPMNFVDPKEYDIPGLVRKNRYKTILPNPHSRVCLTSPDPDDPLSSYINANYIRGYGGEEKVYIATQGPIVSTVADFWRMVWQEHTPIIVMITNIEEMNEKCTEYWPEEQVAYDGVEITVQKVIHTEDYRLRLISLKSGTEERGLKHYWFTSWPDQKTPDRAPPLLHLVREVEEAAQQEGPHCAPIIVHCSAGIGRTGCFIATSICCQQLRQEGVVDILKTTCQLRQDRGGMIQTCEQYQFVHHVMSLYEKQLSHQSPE
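Material: STEP (striatal-enriched tyrosine phosphatase) enzyme, cell-free | Medium: 50 mM Bis-Tris pH 6.0 with 2.5 mM DTT and 0.005% Tween 20 | Read-out: Percent inhibition scaled to no-enzyme and uninhibited-enzyme controls, plate-pattern corrected | Signal: Fluorescence read at 480 nm ex / 540 nm em | Times: 20 min reaction, room temperature, in the dark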
NadD inh – NadD (S. aureus) enzyme inhibition; purified NadD enzyme, colorimetric absorbance read-out; hit rate 0.78% among 360,000; inhibition, % at 20 µM; AID 602399; in the data active = inhibition above about 26%; also: some compounds past the cut are filed as inactive
Rpn11 block – Rpn11 (human) deubiquitinase inhibition; O00487; human 26S proteasome, Ub4-pepOG fluorescence polarization; 20S core pre-blocked with epoxomicin; calls only at 20 µM; hit rate 0.59% among 360,000;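 active = inhibition at 20 µM, scaled to each plate's controls, above about 33%, limit read from the data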
The depositor's hits bear a star.

For O=C(NC(=S)Nc1ccccc1N1CCCCC1)c1ccc(F)cc1Cl the results were SUMO1-SIM PPI 6, SKN-1 block -7, MT1-MMP act inh -4, CendR NRP1 mod -4, LMPTP block 3.5, DNMT1 block 0, Scp-1 inhibitor -5, STEP inh 3, NadD inh 7 and Rpn11 block inactive.
`Cc1cccc2c(N=O)c(O)n(CCc3ccccc3)c12` gave SUMO1-SIM PPI -14, SKN-1 block 15, MT1-MMP act inh -1, CendR NRP1 mod 3, LMPTP block 2.8, DNMT1 block 0, Scp-1 inhibitor -8, STEP inh 1, NadD inh -1 and Rpn11 block inactive.
For O=C1C=C(c2cccc(OCc3ccccc3)c2)C[C@@H](c2ccc3c(c2)OCO3)C1 the results were SUMO1-SIM PPI -3, SKN-1 block 7, MT1-MMP act inh 1, CendR NRP1 mod 10, LMPTP block 3.1, DNMT1 block 1, Scp-1 inhibitor -3, STEP inh -1, NadD inh -4 and Rpn11 block inactive.
`COc1cnc(SCCC(F)=C(F)F)[nH]c1=O` gave SUMO1-SIM PPI 0, SKN-1 block -7, MT1-MMP act inh 1, CendR NRP1 mod 2, LMPTP block 0.1, DNMT1 block 2, Scp-1 inhibitor 3, STEP inh 0, NadD inh 6 and Rpn11 block inactive.
Screening Cc1cc(Cl)ccc1OCCCC(=O)N/N=C/c1cccc([N+](=O)[O-])c1 returned SUMO1-SIM PPI -3, SKN-1 block 6, MT1-MMP act inh 3, CendR NRP1 mod 12, LMPTP block 2.4, DNMT1 block 4, Scp-1 inhibitor -2, STEP inh -2, NadD inh -4 and Rpn11 block inactive.
Screening C=CC[C@@H](CC(=O)N[C@@H](CO)Cc1ccccc1)C(=O)NCCOC(=O)[C@@H](CC=C)CC(=O)OC(C)(C)C returned SUMO1-SIM PPI -2, SKN-1 block 3, MT1-MMP act inh 3, CendR NRP1 mod -2, LMPTP block 1.2, DNMT1 block 2, Scp-1 inhibitor -2, STEP inh 2, NadD inh 0 and Rpn11 block inactive.
`COc1cc(OC)c(N(C)S(=O)(=O)c2cccc(C(=O)NC3=NCCS3)c2)cc1Cl` gave SUMO1-SIM PPI 5, SKN-1 block 7, MT1-MMP act inh 2, CendR NRP1 mod -11, LMPTP block 2.7, DNMT1 block -6, Scp-1 inhibitor -2, STEP inh 0, NadD inh 0 and Rpn11 block inactive.
For CCc1cccc(OCC(=O)Nc2ccc(C)c(S(=O)(=O)N3CCCCCC3)c2)c1 the results were SUMO1-SIM PPI 3, SKN-1 block -1, MT1-MMP act inh 3, CendR NRP1 mod 8, LMPTP block 4.7, DNMT1 block -3, Scp-1 inhibitor -11, STEP inh 3, NadD inh -4 and Rpn11 block inactive.
O=C1Nc2cc(C(=O)N3CCOCC3)ccc2S/C1=C\c1ccccc1 was read as SUMO1-SIM PPI -26, SKN-1 block 4, MT1-MMP act inh -7, CendR NRP1 mod -1, LMPTP block -1.4, DNMT1 block 3, Scp-1 inhibitor -11, STEP inh -2, NadD inh -4 and Rpn11 block inactive.
`O=C1[C@H]2[C@@H](c3ccc(C(F)(F)F)cc3)N[C@]3(CCCN(Cc4ccc(Cl)cc4)C3=O)[C@H]2C(=O)N1Cc1ccccc1` gave SUMO1-SIM PPI 3, SKN-1 block 17, MT1-MMP act inh -2, CendR NRP1 mod 1, LMPTP block 6.7, DNMT1 block -22, STEP inh -1, NadD inh 11 and Rpn11 block inactive.
Screening COc1cc(/C=C/c2nc3ccccc3c(=O)[nH]2)cc(Cl)c1O returned SUMO1-SIM PPI 19, SKN-1 block -4, MT1-MMP act inh -72, CendR NRP1 mod -105, LMPTP block 3.7, DNMT1 block -1, Scp-1 inhibitor 2, STEP inh -2, NadD inh -2 and Rpn11 block active.
For COC(=O)c1ccc(/C=N\NC(=O)CC(=O)NCCc2ccccc2)cc1 the results were SUMO1-SIM PPI -8, SKN-1 block 1, MT1-MMP act inh -1, CendR NRP1 mod -6, LMPTP block -1.9, DNMT1 block 0, Scp-1 inhibitor -3, STEP inh -2, NadD inh -4 and Rpn11 block inactive.
`CC(=O)Oc1ccc(/C=C2/C(=O)N(c3ccccc3)N=C2C)cc1` gave SUMO1-SIM PPI 8, SKN-1 block 8, MT1-MMP act inh 2, CendR NRP1 mod 2, LMPTP block 1.1, DNMT1 block -10, Scp-1 inhibitor 22, STEP inh 0, NadD inh 1 and Rpn11 block inactive.
`COc1cc(C)nc(Oc2ccc(OCCOc3ccccc3)nn2)n1` gave SUMO1-SIM PPI 2, SKN-1 block 4, MT1-MMP act inh 3, CendR NRP1 mod 1, LMPTP block -1.5, DNMT1 block 2, Scp-1 inhibitor -8, STEP inh -2, NadD inh -3 and Rpn11 block inactive.
`CCCOC(=O)c1ccc(O)c(OC)c1` gave SUMO1-SIM PPI -4, SKN-1 block 9, MT1-MMP act inh 2, CendR NRP1 mod 12, LMPTP block 0.4, DNMT1 block 2, Scp-1 inhibitor -9, STEP inh 0, NadD inh 2 and Rpn11 block inactive.
For COCCN(CC(=O)Nc1cccc(C)c1C)C(=O)c1cc(-c2cccs2)nn1-c1ccccc1 the results were SUMO1-SIM PPI 8, SKN-1 block -8, MT1-MMP act inh 1, CendR NRP1 mod 3, LMPTP block 0.6, DNMT1 block -4, Scp-1 inhibitor -10, STEP inh -2, NadD inh -3 and Rpn11 block inactive.
Cc1ccccc1OCC(=O)NN1CCN(C)CC1 was read as SUMO1-SIM PPI -2, SKN-1 block 13, MT1-MMP act inh -3, CendR NRP1 mod -12, LMPTP block -2.5, DNMT1 block 3, Scp-1 inhibitor 4, STEP inh 3, NadD inh 3 and Rpn11 block inactive.
COc1ccc(Cn2c(C)c(C)c(C#N)c2NC(=O)Nc2cccc(C)c2)cc1 was read as SUMO1-SIM PPI -1, SKN-1 block 14, MT1-MMP act inh -2, CendR NRP1 mod -7, LMPTP block -0.5, DNMT1 block 24, Scp-1 inhibitor -5, STEP inh 1, NadD inh 11 and Rpn11 block inactive.
Cc1nn(CC(=O)NC(C)C(C)C)c(C)c1S(=O)(=O)N1CCCCC1 (stereo not drawn) was read as SUMO1-SIM PPI 4, SKN-1 block -4, MT1-MMP act inh -2, CendR NRP1 mod 0, LMPTP block -0.7, DNMT1 block 0, Scp-1 inhibitor 10, STEP inh -6, NadD inh 0 and Rpn11 block inactive.
Screening Cc1cccc(N2CCN(C(=O)c3ccccc3NC(=O)C3=CSCCO3)CC2C)c1 (stereo not drawn) returned SUMO1-SIM PPI -5, SKN-1 block 14, MT1-MMP act inh -1, CendR NRP1 mod 0, LMPTP block 0.7, DNMT1 block -1, Scp-1 inhibitor -9, STEP inh 2, NadD inh -3 and Rpn11 block inactive.
CC(C)c1ccc(NC2CCCN(C(=O)c3cnn(C(C)C)c3)C2)cc1 (stereo not drawn) was read as SUMO1-SIM PPI 1, SKN-1 block 30, MT1-MMP act inh -2, CendR NRP1 mod 15, LMPTP block 0.2, DNMT1 block -3, Scp-1 inhibitor -5, STEP inh 1, NadD inh 0 and Rpn11 block inactive.
Screening CCCCc1c(Cc2cccc(F)c2)ncn1CCc1ccccc1OC returned SUMO1-SIM PPI 7, SKN-1 block 22, MT1-MMP act inh -3, CendR NRP1 mod -1, LMPTP block 2.5 and NadD inh 0.
Cc1ccccc1-n1c(-c2csc(C)c2C)n[nH]c1=S was read as SUMO1-SIM PPI 0, SKN-1 block -10, MT1-MMP act inh 4, CendR NRP1 mod 18, LMPTP block -0.7, DNMT1 block 3, Scp-1 inhibitor 9, STEP inh -1, NadD inh 11 and Rpn11 block inactive.
N#CCCN(Cc1ccccc1)C(=O)CCC(=O)c1ccc(F)cc1 was read as SUMO1-SIM PPI -1, SKN-1 block 6, MT1-MMP act inh 0, CendR NRP1 mod -30, LMPTP block 0.0, DNMT1 block -2, STEP inh 8, NadD inh 5 and Rpn11 block inactive.
For C#CCN1C=CC(=O)[C@@H](O)[C@H]1c1ccccc1Br the results were SUMO1-SIM PPI 14, SKN-1 block -2, MT1-MMP act inh 1, CendR NRP1 mod -1, LMPTP block -1.3, DNMT1 block 6, Scp-1 inhibitor 4, STEP inh -2, NadD inh -3 and Rpn11 block inactive.
For COc1ccc(N2CCN(C(=O)c3ccc(C)c(Cl)c3)CC2)cc1 the results were SUMO1-SIM PPI -1, SKN-1 block -14, MT1-MMP act inh -4, CendR NRP1 mod 1, LMPTP block 0.4, DNMT1 block 2, Scp-1 inhibitor 12, STEP inh -1, NadD inh -1 and Rpn11 block inactive.
For COc1ccc(N(C(=O)c2ccncc2)S(=O)(=O)c2ccc(OC)c(OC)c2)cc1 the results were SUMO1-SIM PPI -1, SKN-1 block 10, MT1-MMP act inh 1, CendR NRP1 mod 4, LMPTP block -0.4, DNMT1 block -1, Scp-1 inhibitor -1, STEP inh 0, NadD inh -5 and Rpn11 block inactive.
For O=C1/C(=C/c2ccccc2)Oc2cc(OC(=O)N3CCOCC3)ccc21 the results were SUMO1-SIM PPI -27, SKN-1 block 9, MT1-MMP act inh 5, CendR NRP1 mod -2, LMPTP block -0.4, DNMT1 block 0, Scp-1 inhibitor -10, STEP inh 1, NadD inh -8 and Rpn11 block inactive.
CCCSc1nc(=O)n2cccc(C)c2n1 was read as SUMO1-SIM PPI 1, SKN-1 block 8, MT1-MMP act inh 0, CendR NRP1 mod 9, LMPTP block -0.5, DNMT1 block 7, Scp-1 inhibitor -4, STEP inh -3, NadD inh -2 and Rpn11 block inactive.
For CC(C)CC[n+]1ccn(C2=C([O-])c3ccccc3C(=O)/C2=N\S(=O)(=O)c2ccccc2)c1 the results were SUMO1-SIM PPI -34, SKN-1 block -2, MT1-MMP act inh -5, CendR NRP1 mod -4, LMPTP block 1.1, DNMT1 block -7, Scp-1 inhibitor -5, STEP inh 3, NadD inh -2 and Rpn11 block inactive.
For COc1ccc(CN2C(=O)C(CC(=O)NCc3cccc4ccccc34)CC(C(=O)N3CCOCC3)=C2C)cc1 (stereo not drawn) the results were SUMO1-SIM PPI -2, SKN-1 block 4, MT1-MMP act inh 7, CendR NRP1 mod -17, LMPTP block -1.3, DNMT1 block -1, STEP inh 0, NadD inh 5 and Rpn11 block inactive.

In the list so far, two contain a thiophene ring, fused or not.
For COCCN(CC(=O)Nc1cccc(C)c1C)C(=O)c1cc(-c2cccs2)nn1-c1ccccc1 the results were SUMO1-SIM PPI 8, SKN-1 block -8, MT1-MMP act inh 1, CendR NRP1 mod 3, LMPTP block 0.6, DNMT1 block -4, Scp-1 inhibitor -10, STEP inh -2, NadD inh -3 and Rpn11 block inactive.
Cc1ccccc1-n1c(-c2csc(C)c2C)n[nH]c1=S was read as SUMO1-SIM PPI 0, SKN-1 block -10, MT1-MMP act inh 4, CendR NRP1 mod 18, LMPTP block -0.7, DNMT1 block 3, Scp-1 inhibitor 9, STEP inh -1, NadD inh 11 and Rpn11 block inactive.
